Screens (PubChem)
M4 ag: CHRM4 agonism in calcium assay; 360,000 compounds, 0.14% hits; activation, % at 3 µM; AID 624127; CHO-K1 hM4/Gqi5, Fluo-8 calcium fluorescence; vehicle 0%, full acetylcholine response 100%;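 active = activation above the run mean over all test wells plus 3 SD, cut at about 32% in these data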;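 note: peak over basal fluorescence ratio per well then scaled between controls; 0% = DMSO wells and 100% = acetylcholine at EC100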
Target sequence (P08173 whole entry, looked up): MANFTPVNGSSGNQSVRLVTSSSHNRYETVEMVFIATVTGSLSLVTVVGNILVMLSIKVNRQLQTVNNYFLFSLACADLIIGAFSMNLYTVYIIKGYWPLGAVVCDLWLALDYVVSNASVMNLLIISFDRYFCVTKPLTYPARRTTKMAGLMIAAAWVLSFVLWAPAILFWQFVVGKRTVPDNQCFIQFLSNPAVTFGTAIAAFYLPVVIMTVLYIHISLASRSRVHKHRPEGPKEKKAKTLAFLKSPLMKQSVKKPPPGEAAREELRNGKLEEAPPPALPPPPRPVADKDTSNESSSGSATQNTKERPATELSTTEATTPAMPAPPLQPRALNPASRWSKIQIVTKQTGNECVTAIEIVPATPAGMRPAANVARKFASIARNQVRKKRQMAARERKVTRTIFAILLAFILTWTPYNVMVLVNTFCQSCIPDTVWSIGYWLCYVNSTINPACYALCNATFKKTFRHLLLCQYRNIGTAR
M1 antag: blocks human M1 muscarinic receptor | P11229 | CHO-K1 hM1, Fluo-8 calcium fluorescence, ACh EC80 antagonist | inhibition, % at 3 µM | 360,000 compounds, 1.3% hits | AID 588852;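 active = percent inhibition above its own plate's cutoff, namely the mean of that plate's compound wells plus 3 SD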;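 note: peak over basal fluorescence ratio during 140 s after agonist addition; 0% = ACh EC80 plus DMSO and 100% = DMSO alone without agonist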
Target sequence (P11229 whole entry, looked up): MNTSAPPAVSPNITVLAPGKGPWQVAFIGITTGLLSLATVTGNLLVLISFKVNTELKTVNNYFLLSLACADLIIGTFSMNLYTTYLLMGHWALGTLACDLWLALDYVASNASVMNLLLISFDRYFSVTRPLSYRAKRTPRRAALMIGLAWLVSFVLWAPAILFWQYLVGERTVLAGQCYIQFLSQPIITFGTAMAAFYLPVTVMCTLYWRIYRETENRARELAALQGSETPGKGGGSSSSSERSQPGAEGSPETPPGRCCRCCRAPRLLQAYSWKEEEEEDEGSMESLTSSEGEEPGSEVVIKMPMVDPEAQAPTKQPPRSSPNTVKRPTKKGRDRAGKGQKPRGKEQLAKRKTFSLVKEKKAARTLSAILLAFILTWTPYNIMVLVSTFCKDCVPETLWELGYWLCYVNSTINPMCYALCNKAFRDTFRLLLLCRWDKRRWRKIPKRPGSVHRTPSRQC
CHO-K1 Ca antag: nonselective inhibitor or artifact in parental CHO-K1 cells; 360,000 compounds, 0.6% hits; ATP-induced calcium, Fluo-8 fluorescence; inhibition, % at 3 µM;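 active = inhibition above a per-plate cutoff, the plate's mean sample inhibition plus 3 SD, cut at about 24% in these data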;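 note: 0% = DMSO plus EC80 ATP and 100% = DMSO alone without ATP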
CHO-K1 Ca ag: M1 agonist counterscreen hit in parental CHO-K1 cells; Fluo-8 calcium fluorescence; scaled to maximal ATP response, vehicle zero; activation, % at 3 µM; 360,000 compounds, 0.48% hits; AID 602248; in the data active = activation above about 15%;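 note: untransfected CHO-K1 host cells lacking M1 receptor as counterscreen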
M4 antag: blocks acetylcholine activation of human M4 receptor. CHO-hM4 cells, ACh EC80, Fluo-8 calcium fluorescence. inhibition, % at 3 µM. 360,000 compounds, 0.73% hits;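 active = inhibition above its plate's cutoff, the mean inhibition of sample wells plus 3 SD, cut at about 27% in these data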;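 note: 0% = acetylcholine EC80 with DMSO and 100% = DMSO without agonist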
OXTR potentiate: potentiators of human oxytocin receptor | CHO-OTR cells, Fluo-8 calcium fluorescence, potentiator mode; 0% = oxytocin EC15, 100% = EC100 | activation, % at 3 µM | P30559 | AID 2445 | 320,000 compounds, 0.061% hits;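 active = activation above that plate's cutoff, the mean activation of tested compounds plus 3 SD, cut at about 6.6% in these data, passing the limit was not always enough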;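 note: 100% uses oxytocin at 75 nM as the full agonist control; some results filed as inactive read as strong as hits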
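Assay system: CHO cell line stably expressing human OTR | Also added: Oxytocin at about EC15, sub-maximal agonist stimulus | Times: Compound 6 min at room temperature before oxytocin, 100 s read | Measured by: Fluo-8 intracellular calcium fluorescence, ex 470-495, em 515-575 nm | Controls: EC15 oxytocin alone as 0%, 75 nM oxytocin as 100%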
M1 ag: activates human CHRM1 receptor; P11229; CHO-K1 hM1, Fluo-8 calcium fluorescence, agonist mode; 0% DMSO, 100% acetylcholine EC100; 360,000 compounds, 0.33% hits; activation, % at 3 µM; AID 588814;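 active = activation above the run's mean compound activation plus 3 SD, cut at about 16% in these data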;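 note: peak over basal fluorescence ratio within a 140 s kinetic read after compound addition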
M1 PAM: positive allosteric modulators of human M1 muscarinic receptor. P11229. CHO-K1 hM1, Fluo-8 calcium fluorescence, ACh EC20; 0% = ACh EC20, 100% = maximal ACh. activation, % at 3 µM. 360,000 compounds, 0.088% hits; in the data active = activation above about 19%, passing the limit was not always enough
CHO parental Ca: counter-screen: ATP calcium response change in parental CHO cells; 330,000 compounds, 0.63% hits; parental CHO-K1, ATP-induced calcium, Fluo-8 fluorescence; inhibition, % at 5.6 µM;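 active = inhibition above that plate's mean sample inhibition plus 3 SD, cut at about 26% in these data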;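 note: 0% = ATP-challenged DMSO wells and 100% = DMSO wells without ATP; some compounds past the cut are filed as inactive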
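Assay system: parental CHO cells; Read-out basis: percent inhibition of ATP-evoked calcium rise, normalized to controls; Benchmarks: ATP and no-ATP DMSO wells; Compound dosing: single nominal dose of 5.6 µM per compound; Signal: Fluo-8 calcium dye fluorescence; Also added: ATP as calcium-mobilizing challenge; Repeats: singlicate.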
* marks the source's active call; other numbers are inactive results; . = no result given.

SMILES	M4 ag	M1 antag	CHO-K1 Ca antag	CHO-K1 Ca ag	M4 antag	OXTR potentiate	M1 ag	M1 PAM	CHO parental Ca
O=C(C[n+]1ccncc1)c1ccccc1	0	-14	-11	0.1	3	-3	-4	6	4
Cc1cccc(-n2ncc3c(NCCN4CCOCC4)ncnc32)c1	1	-7	-6	0.4	-6	-18	-5	4	-7
CCc1c(C)nc(N2CCN(Cc3ccccc3)CC2)[nH]c1=O	3	-20	-3	2.9	-1	-17	2	-4	0
COCCNC(=O)C1(C)CCCN(Cc2cc(-c3ccccc3)on2)C1 (stereo unspecified)	1	-9	-1	0.5	2	.	-2	0	.
O=C(NCCCNC(=O)c1cc(Cl)ccc1Cl)c1ccccn1	0	-5	-11	0.9	-4	0	-2	7	1
CCOc1cc(C(=O)Nc2cc(C)on2)cc(OCC)c1OCC	0	-17	-12	-0.3	4	-9	-3	12	-21
COc1ccccc1CNC(=O)C1CCCN1S(=O)(=O)c1cccc2cccnc12 (stereo unspecified)	3	-18	-9	1.8	-5	3	0	14	-6
CC(C)CNC(=O)C1CCN(S(=O)(=O)c2ccc(-n3cnnn3)cc2)CC1	1	-13	-6	0.2	-3	0	-1	11	7
Cc1cc(C)c(S(=O)(=O)N2CCN(C(=O)CN3C(=O)NC4(CCCC4)C3=O)CC2)c(C)c1	0	-4	-7	0.2	-12	-5	7	22	-3
NC(=O)c1cc([N+](=O)[O-])ccc1NCc1cnccn1	-1	-15	-11	0.1	-9	-4	-1	11	-1
CC(=O)c1cccc(S(=O)(=O)N2CCn3cccc3C2C)c1 (stereo unspecified)	1	5	-8	0.3	4	-7	-7	-3	-24
COc1ccc(NCc2cc3ccccc3[nH]c2=O)cc1	2	3	10	-0.1	5	-6	-4	0	-3
COc1ccccc1CN=c1c([N+](=O)[O-])nn(-c2ccc3c(c2)OCCO3)n1O	-2	-4	4	-0.5	3	-6	-8	1	-24
CCN(CC)C(=O)[C@H]1CC(CC(=O)NCCCn2ccnc2)C(=O)N2CCc3c([nH]c4ccccc34)[C@]12C (stereo partly specified)	-1	-11	0	0.1	5	0	-6	6	-13
CSc1nncc(/C(C)=N\Nc2ccccc2)n1	1	-19	2	-0.2	-6	-14	-4	10	-19
COc1ccc(C(=O)N(C)C(C)c2ccon2)cc1OC1CCN(C(C)C)CC1 (stereo unspecified)	1	0	9	-0.2	-4	-2	-5	3	-11
O=C(O)c1ccc2oc(=O)c(S(=O)(=O)c3ccc(F)cc3)cc2c1	1	-5	7	0.1	-4	-8	-5	9	5
C/C(=N\Nc1ccccn1)c1ccc2c(c1)OCO2	0	-4	-15	0.8	5	-1	-10	8	-6
Cc1cccc(CSc2nnc(N)n2-c2ccccc2)c1	0	-13	-12	0.9	3	-15	-6	13	-16
Cc1cccc2cc(COC(=O)C3CCCCC3)c(=O)[nH]c12	2	6	-1	1.1	-15	-10	-2	0	-13
O=c1[nH]c(/C=C\c2cccc(F)c2)nc(O)c1[N+](=O)[O-]	1	-20	-60	0.9	4	-17	4	8	-6
COC(=O)c1c(C)[nH]c(C(=O)COC(=O)c2c(C)noc2C)c1C	3	4	-25	1.7	2	-6	-2	4	-17
COc1ccccc1NC(=O)C(=O)NCC1CCCN1S(=O)(=O)c1cccs1 (stereo unspecified)	4	-2	3	0.0	-2	-1	-4	1	-28
Cc1cc(=O)n(Cc2ccc(OC(C)C)cc2)c(=S)[nH]1	0	-7	-11	0.9	10	-10	0	15	-5
COc1ccc(N2CCN(S(=O)(=O)Cc3ccccc3)CC2)cc1	3	-7	-2	0.4	-9	-7	-4	5	-4
COc1ccc(N2CCN(Cc3cc(=O)oc4ccc(Cl)cc34)CC2)cc1	0	-1	0	-0.3	2	-13	-2	0	-8
CCn1c(SCC(=O)NNC(=O)Cc2ccccc2)nnc1-c1ccccc1	0	-14	-4	0.1	-10	-2	-2	11	-13
Cc1cc(NC(=S)N(CCCN2CCN(C)CC2)Cc2ccco2)ccc1Cl	3	8	-17	0.7	4	-10	-7	-4	-14
Cc1cccc(OCC(=O)NCC(c2cccs2)N2CCOCC2)c1 (stereo unspecified)	0	4	9	0.2	6	-11	-5	-1	-18
COc1ccc(-c2nc(-c3cccnc3)no2)cc1OC	3	-8	-10	0.8	-4	-1	-2	4	-11
Cc1ccc2[nH]c(C(=O)N3CCC(C(N)=O)CC3)cc2c1	1	-10	-7	0.4	-5	-6	-3	8	0
Cn1c2ccccc2c(=O)c2c(=O)n(Cc3ccco3)c(-c3ccc(F)cc3)nc21	0	-8	2	3.7	-1	-1	-6	7	-18
CCCCC(=O)Nc1ccc(NC(=S)NC(=O)c2cccs2)cc1OC	0	12	5	-0.5	-1	3	-4	2	-20
COc1ccc(-c2cc3c(c4c2ccn4C)C2CCC3C2)cc1OC (stereo unspecified)	0	5	1	1.3	-8	.	-7	-2	.
Cc1ccc(NC(=O)CSc2nc3nc(C)cc(C)c3c(=O)[nH]2)cc1	0	10	1	0.4	1	3	-2	-5	-38
C[C@@H]1CCCCO[C@H](CN(C)C(=O)c2ccncc2)[C@H](C)CN([C@@H](C)CO)C(=O)c2cc(NC(=O)c3ccccc3)ccc2O1	0	-18	-5	0.1	10	.	-6	3	.
NC(=O)c1cc(C(=O)Cc2ccc(Cl)cc2)c[nH]1	3	-7	-1	1.2	-15	0	-3	9	0
C/C(CC(=O)NCc1ccccc1)=N\NC(=O)c1cnccn1	2	-13	-18	0.8	7	-1	-4	9	-7
CCOC(=O)c1sc(=S)n(-c2ccc(OC)cc2)c1C	-1	3	-7	0.0	8	-7	-8	-7	1
CCCn1nc(C(=O)NCC2COc3ccccc3O2)c2ccccc2c1=O (stereo unspecified)	7	-1	-13	1.1	-3	0	-6	-4	-34

Only M4 antag, M4 ag and OXTR potentiate, for 4 of the compounds above:
Molecule	M4 antag	M4 ag	OXTR potentiate
CCn1c(SCC(=O)NNC(=O)Cc2ccccc2)nnc1-c1ccccc1	-10	0	-2
Cc1cc(NC(=S)N(CCCN2CCN(C)CC2)Cc2ccco2)ccc1Cl	4	3	-10
Cc1cccc(OCC(=O)NCC(c2cccs2)N2CCOCC2)c1 (stereo unspecified)	6	0	-11
COc1ccc(-c2nc(-c3cccnc3)no2)cc1OC	-4	3	-1

Structures from the list above with a furan ring, fused or not:
SMILES	M4 ag	M1 antag	CHO-K1 Ca antag	CHO-K1 Ca ag	M4 antag	OXTR potentiate	M1 ag	M1 PAM	CHO parental Ca
Cc1cc(NC(=S)N(CCCN2CCN(C)CC2)Cc2ccco2)ccc1Cl	3	8	-17	0.7	4	-10	-7	-4	-14
Cn1c2ccccc2c(=O)c2c(=O)n(Cc3ccco3)c(-c3ccc(F)cc3)nc21	0	-8	2	3.7	-1	-1	-6	7	-18

Following part
SMILES	M4 ag	M1 antag	CHO-K1 Ca antag	CHO-K1 Ca ag	M4 antag	OXTR potentiate	M1 ag	M1 PAM	CHO parental Ca
CCCCc1ccc(NC(=O)CSC2=NN3CCCC(=O)N=C3S2)cc1	7	7	-1	5.4	4	-9	-6	-8	-3
CN(CCc1ccccc1)C(=O)c1ccc(NC(=O)Cc2ccc([N+](=O)[O-])cc2)cc1	18	11	-5	6.7	-4	-11	4	-3	3
Cc1ccc(CSCc2nc3ccccc3[nH]2)cc1	2	2	-8	1.8	-17	.	2	6	.
CS(=O)(=O)N1CC(C(=O)NC2CCCC2)Oc2ccc(Cl)cc21 (stereo unspecified)	8	-4	4	2.3	-13	-7	-1	4	-15
O=C(Cn1ncc2c(=O)oc3ccccc3c21)NCc1cccnc1	0	-3	-6	-0.1	2	-5	-9	8	7
COc1ccc(N2CCN(C(=O)CNC(=O)c3cccs3)CC2)cc1	1	22	5	0.5	6	5	-1	-5	-5
C=CCn1c(C)cc(-c2csc(NC(=O)C3CCN(c4ncnc5sc(C)c(C)c45)CC3)n2)c1C	1	-7	5	-0.6	-2	.	-3	12	.
O=P(O)(c1ccccc1)c1ccccc1O	0	-14	-3	-0.1	-4	-12	-3	5	12
Cc1ccc(-c2c(C)sc3nc[nH]c(=O)c23)cc1C	6	-23	-21	3.8	1	-9	2	22	-18
CCN(CC)CC(=O)Nc1sc2c(c1C(=O)c1ccccc1OC)CCC2	-2	15	-7	-0.5	0	-3	-6	-13	-5
O=C(Nn1cnnc1)c1cc2c(s1)CCCCC2	0	-5	-26	0.3	0	-2	8	7	3
CC1CCC(NC(=O)CN(C)CC(=O)Nc2ccc(F)cc2)CC1 (stereo unspecified)	0	-5	-9	-0.2	-11	3	-4	1	-16
COc1c(Br)cc(Br)cc1/C=N/n1c(C)nnc1C	1	-15	10	0.9	-1	-8	-5	9	-10
CC(=O)Nc1ccc(-c2ccnc3c2CC(C(=O)Nc2cccc(C(F)(F)F)c2)O3)cc1 (stereo unspecified)	11	1	-7	5.1	-6	.	2	0	.
O=C(Nc1cccnc1)c1sc(Nc2ccccc2)nc1-c1ccccc1	18	15	3	4.5	8	-4	-7	-10	-24
CC(=O)Nc1ccc(NCc2ccc(-c3ccccc3)cc2)cc1	0	-8	18	0.0	2	.	1	7	.
Cc1cc(NC(=O)CSc2nc(N)c(NC(=O)c3ccccc3)c(=O)[nH]2)no1	0	-4	1	0.2	2	-6	-6	5	-6
COc1ccc(C2/C(=C(/O)c3ccc(Br)cc3)C(=O)C(=O)N2C)cc1OC (stereo unspecified)	0	-11	-6	-0.8	4	7	-3	15	-4

Whole records, quoted from the list:
Results for COc1c(Br)cc(Br)cc1/C=N/n1c(C)nnc1C : M4 ag: 1; M1 antag: -15; CHO-K1 Ca antag: 10; CHO-K1 Ca ag: 0.9; M4 antag: -1; OXTR potentiate: -8; M1 ag: -5; M1 PAM: 9; CHO parental Ca: -10
Results for O=C(Nn1cnnc1)c1cc2c(s1)CCCCC2 : M4 ag: 0; M1 antag: -5; CHO-K1 Ca antag: -26; CHO-K1 Ca ag: 0.3; M4 antag: 0; OXTR potentiate: -2; M1 ag: 8; M1 PAM: 7; CHO parental Ca: 3
